Screening results deposited in PubChem by several laboratories.
Siah-1 displacement: Siah-1 peptide-binding antagonists, primary screen, biochemical, fluorescence polarization, rhodamine-plectin, uHTS (AID 1817) | Siah-1 / rhodamine-plectin peptide fluorescence polarization; higher % means a stronger effect | displacement, % at 20 µM, or IC50 in µM where a hit was titrated | 290,000 compounds, 0.02% hits;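 active = displacement of at least 50% at 20 µM, with a fluorescence ratio check between 0.3 and a set limit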;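 also: plate controls were Siah plus tracer with DMSO for no effect and tracer alone without Siah for full effect; strong numbers were not always called active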
Dengue-2 NS5 capping: Dengue-2 NS5 methyltransferase inhibitors, primary screen, biochemical, confirmation dose response (AID 588689). inhibition, % at 25 µM, or IC50 in µM where a hit was titrated. 340,000 compounds, 0.3% hits. Dengue-2 NS5 methyltransferase capping enzyme assay, biochemical; higher % means a stronger effect; in the data active = a potency from the dose series; inconclusive = inhibition above about 29% without an active follow-up result
AID2073: disruptors of CaV2.2 binding to Mint1 – biochemical, HTRF (AID 2073); HTRF protein-protein interaction, Mint1-CaV2.2; higher % means a stronger effect; inhibition, % at 20 µM, or IC50 in µM where a hit was titrated; 290,000 compounds, 0.19% hits; in the data active = inhibition mostly above about 51%, no sharp cut-off; inconclusive = no clear call, values can overlap the other calls; inactive = mostly below about 53%; also: some results filed as inactive read as strong as hits
MgcRacGAP inhibition: MgcRacGAP GTPase-activating activity inhibitors, confirmation, biochemical, ADP Hunter fluorescence; AID 624330; inhibition, % at 30 µM; hits with a dose series show IC50 in µM; MgcRacGAP-stimulated Rac1 GTP hydrolysis, ADP Hunter fluorescence; higher % means a stronger effect; GST-tagged Rac1 F28L mutant substrate; 340,000 compounds, 0.6% hits;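 active = first-screen hits whose inhibition reached a set limit at any dose in the follow-up dose series; inconclusive = inhibition above the set first-screen limit but never retested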;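 also: fluorescence reports GDP produced by GAP-driven GTP hydrolysis; strong numbers were not always called active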
NTR1 ag: agonists of NTR1, primary screen, imaging, U2OS cells, beta-arrestin-GFP, high content (AID 493036). P30989. NTR1-U2OS beta-arrestin-GFP spot imaging, agonist mode. activation, % at 20 µM. 330,000 compounds, 0.17% hits;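 active = activation at or above 40% of the spot to cytoplasm intensity ratio, with at least 20 cells analyzed; inconclusive = wells under 20 cells, flagged as cytotoxic or low count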;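 also: 0% = DMSO without peptide and 100% = 100 nM NTR1 peptide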
Target sequence (P30989 whole entry, looked up): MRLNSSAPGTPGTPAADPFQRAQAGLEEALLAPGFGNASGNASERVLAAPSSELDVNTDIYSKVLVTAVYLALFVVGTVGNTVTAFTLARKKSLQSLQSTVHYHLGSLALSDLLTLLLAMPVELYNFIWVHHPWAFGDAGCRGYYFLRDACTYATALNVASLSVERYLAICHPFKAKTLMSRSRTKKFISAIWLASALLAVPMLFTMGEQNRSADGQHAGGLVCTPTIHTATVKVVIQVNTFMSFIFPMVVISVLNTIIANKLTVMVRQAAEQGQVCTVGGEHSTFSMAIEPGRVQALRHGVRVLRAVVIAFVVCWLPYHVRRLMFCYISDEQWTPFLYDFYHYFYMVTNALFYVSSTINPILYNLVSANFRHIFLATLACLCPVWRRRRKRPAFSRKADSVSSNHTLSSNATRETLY
UTI89 phage lysis: protection from phage-mediated lysis, alamar blue read-out – E. coli UTI89, K1F phage, bacterial capsule biogenesis inhibitors (AID 488966). 340,000 compounds, 0.02% hits. inhibition, % at 100 µM, or IC50 in µM where a hit was titrated. E. coli UTI89 K1F phage lysis, alamar blue, 2 h; higher % means a stronger effect;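 active = phage lysis inhibition, versus mean bacterial control, above a set limit; inconclusive = no clear call, values can overlap the other calls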;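 also: capsule biogenesis inhibitors block K1F phage lysis so surviving cells raise fluorescence; higher fluorescence means more inhibition of phage lysis; actives were called in the ten point dose series up to 300 µM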
SV40 large T antigen: SV40 large T antigen inhibitors, biochemical (AID 1903); SV40 large T antigen ATPase/helicase inhibition assay; higher % means a stronger effect; 310,000 compounds, 0.39% hits; one-dose inhibition, % at 20 µM; IC50 in µM for titrated hits; in the data active = a potency from the dose series; inconclusive = inhibition mostly from about 32% at the one dose, without a potency; inactive = the rest, 99 in 100 with inhibition below about 32%; also: strong numbers were not always called active
West Nile antiviral: West Nile virus antiviral activity, cell-based, CPE readout (AID 1621); 290,000 compounds, 0.02% hits; West Nile virus-infected cells, CPE inhibition; higher % means a stronger effect; CPE inhibition, % at 10 µM; hits with a dose series show IC50 in µM; in the data active = a potency from the dose series; inconclusive = CPE inhibition mostly from about 3.7% at the one dose, without a potency; inactive = the rest, 99 in 100 with CPE inhibition below about 2.2%; also: strong numbers were not always called active
RSV CPE inhibition: inhibition of RSV-induced cytopathic effect – HEp-2 cells, primary 10 µM value included (AID 2391); HEp-2 cells, RSV-induced CPE inhibition; higher % means a stronger effect; one-dose CPE inhibition, % at 10 µM; IC50 in µM for titrated hits; 310,000 compounds, 0.13% hits; in the data active = a potency from the dose series; inconclusive = CPE inhibition mostly from about 23% at the one dose, without a potency; inactive = the rest, 99 in 100 with CPE inhibition below about 21%; also: strong numbers were not always called active
NTR1 ag cell count 20 µM: further read-out of NTR1 ag, marked with its call; cell count; measured here: cell count, cytotoxicity flag
* hit, by the source's call; [ ] = another dose, or the depositor's remark.

Results for COc1cc(C(=O)N/C(=C\c2cn(S(=O)(=O)N(C)C)c3ccccc23)C(=O)NCCCO)cc(OC)c1OC ?
Siah-1 displacement: 1.6%; Dengue-2 NS5 capping: 0.8%; AID2073: 2.1%; MgcRacGAP inhibition: 6.4%; NTR1 ag: 0.5; UTI89 phage lysis: -0.3%; SV40 large T antigen: 13.5%; West Nile antiviral: 0.7%; RSV CPE inhibition: 1.7%; NTR1 ag cell count 20 µM: 38

Results for Cc1cc(-c2nnc(CCC(=O)N(CC3CCC3)CC3CCCO3)o2)no1 (stereo unspecified) ?
Siah-1 displacement: -2.2%; Dengue-2 NS5 capping: -3.0%; AID2073: -4.9%; MgcRacGAP inhibition: -1.1%; NTR1 ag: -0.2; UTI89 phage lysis: 0.9%; SV40 large T antigen: -0.3%; West Nile antiviral: -0.7%; RSV CPE inhibition: -0.1%; NTR1 ag cell count 20 µM: 37

How did O=C(CSc1nnnn1-c1ccc(Cl)cc1)N1CCNC1=O do in these assays?
Dengue-2 NS5 capping: 2.3%; MgcRacGAP inhibition: 0.9%; NTR1 ag: 0.8; UTI89 phage lysis: inconclusive; NTR1 ag cell count 20 µM: 65

How did c1ccc(CNc2nc(NCc3ccccc3)c3ccccc3n2)cc1 do in these assays?
Siah-1 displacement: 2.8%; Dengue-2 NS5 capping: 0.0%; AID2073: 17.6%; MgcRacGAP inhibition: 6.1%; NTR1 ag: 13.0; UTI89 phage lysis: -4.0%; SV40 large T antigen: 7.9%; West Nile antiviral: -2.0%; RSV CPE inhibition: -2.7%; NTR1 ag cell count 20 µM: 17

What do the screens show for `CCOC(=O)c1cc2oc(C(c3nnnn3C3CCCCC3)N3CCOCC3)cc2[nH]1` (stereo unspecified)?
Siah-1 displacement: 3.7%; Dengue-2 NS5 capping: -11.2%; AID2073: 2.0%; MgcRacGAP inhibition: 4.3%; NTR1 ag: 0.8; UTI89 phage lysis: 2.4%; SV40 large T antigen: 1.2%; West Nile antiviral: -0.3%; RSV CPE inhibition: -0.7%; NTR1 ag cell count 20 µM: 71

How did c1ccc(OCCCc2nc(-c3cccnc3)no2)cc1 do in these assays?
Siah-1 displacement: 1.1%; Dengue-2 NS5 capping: 2.1%; AID2073: -1.7%; MgcRacGAP inhibition: -4.0%; NTR1 ag: 2.2; UTI89 phage lysis: 5.5%; SV40 large T antigen: -2.9%; West Nile antiviral: -1.2%; RSV CPE inhibition: 3.2%; NTR1 ag cell count 20 µM: 45

How did OC[C@H]1OC(O)[C@H](O)[C@@H]1O (stereo partly specified) do in these assays?
Dengue-2 NS5 capping: -4.5%; MgcRacGAP inhibition: -4.4%; NTR1 ag: 1.2; UTI89 phage lysis: 1.0%; SV40 large T antigen: 28.4%; RSV CPE inhibition: -0.7%; NTR1 ag cell count 20 µM: 54

How did Cc1ccccc1NC(=O)Cc1nc(COC(=O)c2cc([N+](=O)[O-])ccc2NCCO)cs1 do in these assays?
Dengue-2 NS5 capping: -2.2%; MgcRacGAP inhibition: 1.7%; NTR1 ag: 2.7; UTI89 phage lysis: 1.2%[50 µM]; SV40 large T antigen: 11.5%; RSV CPE inhibition: 15.5%; NTR1 ag cell count 20 µM: 81

Results for COc1ccc(-n2c(SCC(=O)N/N=C(\C)c3cccnc3)nc3ccccc3c2=O)cc1 ?
Siah-1 displacement: 14.0%; AID2073: 13.5%; NTR1 ag: -0.3; SV40 large T antigen: 11.2%; West Nile antiviral: 0.2%; RSV CPE inhibition: 1.5%; NTR1 ag cell count 20 µM: 66

What do the screens show for `O=c1[nH]c(N2CCCCC2)nc2ncn(Cc3ccccc3)c12`?
Siah-1 displacement: 4.1%; Dengue-2 NS5 capping: -3.9%; AID2073: 7.0%; MgcRacGAP inhibition: 2.3%; NTR1 ag: -0.6; UTI89 phage lysis: 0.2%; SV40 large T antigen: 3.9%; West Nile antiviral: -0.6%; RSV CPE inhibition: 2.9%; NTR1 ag cell count 20 µM: 55

How did CCOP(=O)(OCC)c1ccc2ccc3ccccc3c(=O)c2c1 do in these assays?
Dengue-2 NS5 capping: 3.3%; MgcRacGAP inhibition: 4.4%; NTR1 ag: -2.4; UTI89 phage lysis: 1.2%; NTR1 ag cell count 20 µM: 59

What do the screens show for `CCOC(=O)N1CCC(NC(=O)C2CCN(C(=O)c3cc4sccc4n3CC)CC2)CC1`?
Siah-1 displacement: 4.7%; Dengue-2 NS5 capping: -2.9%; AID2073: 24.6%; MgcRacGAP inhibition: 2.3%; NTR1 ag: 1.9; UTI89 phage lysis: 1.6%[50 µM]; SV40 large T antigen: 13.7%; West Nile antiviral: -0.8%; RSV CPE inhibition: 7.9%; NTR1 ag cell count 20 µM: 52

How did COc1ccc(CSc2n[nH]c(C)n2)cc1[N+](=O)[O-] do in these assays?
Siah-1 displacement: 2.8%; Dengue-2 NS5 capping: -6.5%; AID2073: 6.7%; MgcRacGAP inhibition: 0.5%; NTR1 ag: 2.9; UTI89 phage lysis: 0.6%; SV40 large T antigen: 17.2%; West Nile antiviral: -0.5%; RSV CPE inhibition: 0.9%; NTR1 ag cell count 20 µM: 43

How did CCc1ccccc1N(CC(=O)NCCc1ccccc1)C(=O)CCC(=O)Nc1ccccn1 do in these assays?
Siah-1 displacement: -2.1%; Dengue-2 NS5 capping: -10.6%; AID2073: 10.0%; MgcRacGAP inhibition: 6.0%; NTR1 ag: 0.5; UTI89 phage lysis: 0.0%; SV40 large T antigen: -0.3%; West Nile antiviral: -0.2%; RSV CPE inhibition: 1.5%; NTR1 ag cell count 20 µM: 48

What do the screens show for `O=C(NC1CCS(=O)(=O)C1)c1ccc(S(=O)(=O)N2CCCCC2)cc1` (stereo unspecified)?
Siah-1 displacement: -3.8%; Dengue-2 NS5 capping: -3.1%; AID2073: 10.2%; MgcRacGAP inhibition: 10.9%; NTR1 ag: 2.2; UTI89 phage lysis: -0.1%; SV40 large T antigen: 10.9%; West Nile antiviral: 0.7%; RSV CPE inhibition: -1.4%; NTR1 ag cell count 20 µM: 22

What do the screens show for `O=C(Oc1cccc(F)c1)c1ccc2c(=O)n3c(nc2c1)CCC3`?
Dengue-2 NS5 capping: -3.7%; MgcRacGAP inhibition: 5.4%; NTR1 ag: -0.6; UTI89 phage lysis: -0.8%; SV40 large T antigen: 11.7%; RSV CPE inhibition: -1.6%; NTR1 ag cell count 20 µM: 45

How did COC(=O)C1=C(C(=O)OC)[C@@H]2N(C)c3ccccc3[C@@]23C[C@@H](C(=O)OC)N(C(=O)COCc2ccccc2)C3=N1 do in these assays?
Siah-1 displacement: 7.3%; Dengue-2 NS5 capping: 2.4%; AID2073: 2.3%; MgcRacGAP inhibition: 2.8%; NTR1 ag: 1.9; UTI89 phage lysis: 1.3%; SV40 large T antigen: 13.9%; West Nile antiviral: 0.2%; RSV CPE inhibition: 2.5%; NTR1 ag cell count 20 µM: 55

How did Cc1cc(NC(=O)c2cccc(F)c2)ncc1NC(=O)c1ccco1 do in these assays?
Siah-1 displacement: -1.1%; Dengue-2 NS5 capping: -10.2%; AID2073: -6.0%; MgcRacGAP inhibition: 5.2%; NTR1 ag: 0.8; UTI89 phage lysis: 1.1%; SV40 large T antigen: 5.8%; West Nile antiviral: 0.2%; RSV CPE inhibition: -0.3%; NTR1 ag cell count 20 µM: 48

How did CCn1c(SCC(=O)Nc2ccc(NC(C)=O)cc2)nnc1C1CC1 do in these assays?
Siah-1 displacement: 2.2%; Dengue-2 NS5 capping: 6.5%; AID2073: -4.7%; MgcRacGAP inhibition: 2.9%; NTR1 ag: -2.2; UTI89 phage lysis: 0.6%; SV40 large T antigen: 12.8%; West Nile antiviral: 0.0%; RSV CPE inhibition: 1.2%; NTR1 ag cell count 20 µM: 39

How did COc1ccccc1NC(=O)C(=O)Nc1ccccn1 do in these assays?
Siah-1 displacement: -4.0%; Dengue-2 NS5 capping: -2.7%; AID2073: -2.0%; MgcRacGAP inhibition: 3.6%; NTR1 ag: -0.4; UTI89 phage lysis: 8.4%; SV40 large T antigen: 1.0%; West Nile antiviral: -0.7%; RSV CPE inhibition: 0.8%; NTR1 ag cell count 20 µM: 51

Results for Cc1ccc(S(=O)(=O)N2CCOCC2)cc1C(=O)Nc1ccccc1N1CCCC1 ?
Dengue-2 NS5 capping: -7.4%; MgcRacGAP inhibition: 8.3%; NTR1 ag: 0.3; UTI89 phage lysis: 3.0%; SV40 large T antigen: 15.1%; RSV CPE inhibition: -1.0%; NTR1 ag cell count 20 µM: 53

How did COc1ccc(/C=N/NC(=O)c2cccnc2)cc1CN1CCc2ccccc2C1 do in these assays?
Siah-1 displacement: -1.9%; AID2073: 10.1%; NTR1 ag: 1.7; SV40 large T antigen: 8.7%; West Nile antiviral: 0.4%; NTR1 ag cell count 20 µM: 48

Results for Cc1onc(-c2ccccc2Cl)c1C(=O)OCc1cnc(Cl)s1 ?
Siah-1 displacement: 8.9%; Dengue-2 NS5 capping: -7.0%; AID2073: 26.0%; MgcRacGAP inhibition: 4.5%; NTR1 ag: 2.3; UTI89 phage lysis: -0.4%; SV40 large T antigen: -3.9%; West Nile antiviral: -1.2%; RSV CPE inhibition: 1.4%; NTR1 ag cell count 20 µM: 42

How did COc1ccc([N+](=O)[O-])cc1NC(=O)c1ccc(Br)s1 do in these assays?
Siah-1 displacement: -5.7%; Dengue-2 NS5 capping: -2.9%; AID2073: 16.0%; MgcRacGAP inhibition: 12.8%; NTR1 ag: 3.5; UTI89 phage lysis: 0.0%; SV40 large T antigen: -2.5%; West Nile antiviral: -1.0%; RSV CPE inhibition: 5.0%; NTR1 ag cell count 20 µM: 59

Results for Cc1ccc(C2Nc3cccc4cccc(c34)N2)cc1 ?
Siah-1 displacement: 1.1%; Dengue-2 NS5 capping: 3.5%; AID2073: 23.6%; MgcRacGAP inhibition: 23.1%; NTR1 ag: 1.2; UTI89 phage lysis: 0.3%; SV40 large T antigen: 28.8%; West Nile antiviral: -1.1%; RSV CPE inhibition: 2.1%; NTR1 ag cell count 20 µM: 51

What do the screens show for `O=C(OCC(=O)N(CCc1ccccc1)Cc1ccccc1)c1ccccc1O`?
Dengue-2 NS5 capping: 9.5%; MgcRacGAP inhibition: -7.3%; NTR1 ag: -0.1; UTI89 phage lysis: -0.2%[50 µM]; SV40 large T antigen: 7.0%; RSV CPE inhibition: -0.3%; NTR1 ag cell count 20 µM: 55

Results for CCCc1[nH]n(-c2ccc([N+](=O)[O-])cc2)c(=O)c1C=NCCc1ccc(OC)c(OC)c1 ?
Siah-1 displacement: -7.6%; Dengue-2 NS5 capping: 0.0%; AID2073: -4.2%; MgcRacGAP inhibition: 5.4%; NTR1 ag: 10.8; UTI89 phage lysis: 0.2%; SV40 large T antigen: 1.6%; West Nile antiviral: inconclusive; RSV CPE inhibition: -1.0%; NTR1 ag cell count 20 µM: 31
